Screens: PubChem BioAssay, several laboratories
SKKanGAS inh: inhibitors of SKKanGAS S. pyogenes growth in kanamycin (SK-promoter or general growth effect). BacTiter-Glo, 6 h. inhibition, % at 7.5 µM. 300,000 tested, 1.3% active. AID 1662;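 active means mean replicate score, as percent of positive control median, at least 50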;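 further: strain carries kanamycin resistance gene driven by streptokinase promoter and grows in 40 µg/ml kanamycin; loss of luminescence reflects streptokinase promoter inhibition or plain growth inhibition; 0% = median of DMSO wells and 100% = positive control at its reference dose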
HSF1 inhib: HSF1 inhibition | 300,000 tested, 0.77% active | activity change, negative = inhibition, % at 7.5 µM (by protocol) | NIH3T3-HGL HSE-luciferase, MG132-induced, luminescence 8 h; stronger effect = lower value | AID 2098;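 active means more than half of replicate wells show activity change below -50%, luminescence cut by over half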;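 further: luciferase reports HSF-1 transcriptional activity via heat shock element; 0% = median of DMSO wells and -100% = zero luminescence signal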
KLF5 inhibitor: kruppel-like factor 5 inhibition | 290,000 tested, 0.23% active | AID 1700 | inhibition, % at 5 µM | DLD-1 KLF5 promoter-luciferase reporter, luminescence;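 active means inhibition above a per-plate limit of that plate's mean compound inhibition plus 3 SD, cut at about 60% in these data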;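 further: 0% = DMSO wells and 100% = LY294002 at 200 µM; higher means less KLF5 promoter-driven luciferase light; inactives centre near -14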
HIF act: HIF pathway transcriptional activation; activation, % at 7.5 µM (by protocol); 300,000 tested, 0.32% active; U2OS HRE-luciferase reporter, luminescence; normalized: DMSO 0%, desferrioxamine 100%; AID 1910;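 active means mean activation of at least 10% of the iron chelator positive control signal, with at least half of replicates also reaching 10%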
aSyn UTR inh: 5' untranslated region of α-synuclein, MLPCN primary screen; alpha-synuclein 5'UTR reporter, inhibitor activity; inhibition, % (tested at 7.5 µM); 300,000 tested, 0.82% active; in the data active means inhibition above about 60%;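 further: H4 neuroglioblastoma cells stably carrying SNCA 5'UTR luciferase fusion; 0% = DMSO wells and 100% = positive control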
IEC-6 cytotox: IEC-6 cytotoxicity, counter-screen for KLF5 inhibitors; 290,000 tested, 0.78% active; inhibition, % at 5 µM; AID 1825; luminescence viability; in the data active means inhibition above about 22%;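 further: 0% = plate median of test compound wells and 100% = cytotoxic reference compound wells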
HSF-1 act: increases HSF-1 driven luciferase reporter signal. NIH3T3-HGL HSF-1 luciferase reporter, MG132, 8 h; 100% = twice DMSO control signal. activation, % at 9 µM. 300,000 tested, 1.7% active. AID 504408;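 active means mean replicate activation of at least 50% with a set share of replicates each reaching 50%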;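 further: 0% = median of the neutral control wells and 100% = twice that signal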
AI-2 QS mod: modulates the Vibrio harveyi AI-2 quorum sensing system; Vibrio harveyi JMH597 AI-2 luminescence/OD600 ratio, 9 h; stronger effect = lower value; strain lacks LuxN and CqsS sensors; 0 = neutral-control median; activity change, % at 7.5 µM; 300,000 tested, 0.4% active; in the data active means activity change below about -75%, passing the limit was not always enough;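 further: luminescence divided by OD600 gain over 9 h not by final OD600 alone; inactives centre near 13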
HSP90 refold inh: HSP90 refolding inhibition in rabbit reticulocyte lysate; luciferase refolding luminescence, 3 h; inhibition, % at 5.6 µM; 290,000 tested, 0.91% active;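 active means inhibition above the screen-wide mean plus 3 SD, computed separately per campaign, cut at about 16% in these data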;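 further: 0% = DMSO wells and 100% = 60 µM geldanamycin wells; inhibitors lower the luminescence because luciferase stays unfolded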
Platelet DG rel: platelet dense granule release activity; human platelet-rich plasma, SFLLRN dense granule ATP release, luminescence; inhibition, %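 (compounds screened at 7.5 µM in platelet-rich plasma)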; 300,000 tested, 0.22% active; AID 1663;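 active means mean replicate score, as percent of positive control, at or above 50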
The depositor's hits bear a star; nt = no result given.

The line under a structure holds: SKKanGAS inh	HSF1 inhib	KLF5 inhibitor	HIF act	aSyn UTR inh	IEC-6 cytotox	HSF-1 act	AI-2 QS mod	HSP90 refold inh	Platelet DG rel
1	FC(F)(F)c1ccc2c(c1)[nH]c(=S)n2C1CC1
    0	-2	16	-0.9	8	6	6	-10	0	-6
2	CCOC(=O)CSc1nc(-c2ccccc2)nc2ccc(F)cc12
    -3	14	-20	0.2	-1	1	10	3	3	1
3	COc1ccc(-n2nc(C(=O)NCC(=O)NC(C)C)c3ccccc3c2=O)c(OC)c1
    0	-8	-32	-3.6	-12	-2	-4	19	-1	-1
4	Nc1ncnc2nc(SCCOc3ccc(Cl)cc3)[nH]c12
    -4	-43	-19	0.2	39	4	-55	-12	-1	1
5	Cc1ccc(O)c(C2=NNC(c3ccc(Cl)cc3)C2)c1 (stereo unspecified)
    57*	23	-44	1.7	-128	-10	29	10	-4	1
6	CN(C)C(CNC(=O)C1CCN(S(=O)(=O)c2ccccc2)CC1)c1ccccc1 (stereo unspecified)
    nt	5	-17	0.3	2	2	-15	5	1	4
7	O=c1cc2ncc(-c3[nH]ncc3[N+](=O)[O-])cn2[nH]1
    1	-1	-6	0.1	-1	0	-3	9	2	5
8	CN(C(=O)COC(=O)COc1ccc2c(c1)CCC2)c1c(N)n(Cc2ccccc2)c(=O)[nH]c1=O
    -3	-6	nt	-0.1	-5	nt	-2	8	nt	7
9	Oc1ccc(Cc2ncc(C(F)(F)F)cc2Cl)cc1
    -22	10	-38	-0.1	1	-4	-4	-5	-2	10
10	CC(NC(=O)Cn1cc(Br)c([N+](=O)[O-])n1)c1ccccc1 (stereo unspecified)
    5	-2	-15	-0.6	7	-4	9	20	-6	-1
11	Cc1ccccc1NC(=O)c1cc(C(=O)c2cc(Cl)ccc2O)cn(-c2ccccc2C)c1=O
    25	3	-4	2.4	2	-3	-1	18	-5	9
12	CSc1c(-c2ccccc2)nc2ccccc2c1C(=O)O
    15	0	-33	0.2	5	-1	10	30	1	4
13	CN1CCN(c2ccc([N+](=O)[O-])c(Sc3nc4ccccc4[nH]3)c2)CC1
    4	10	6	-0.3	-29	12	11	20	5	-2
14	Cn1c(SCC(=O)N2CCCC2)nc2ccccc21
    -6	4	-15	0.4	-13	5	8	3	0	-6
15	Cc1ccc2nc3c(cc(C(=O)NCC4CCCO4)c(=N)n3CC3CCCO3)c(=O)n2c1 (stereo unspecified)
    0	-4	8	0.0	-11	7	-11	9	0	-23
16	O=S(=O)(Nc1ccc2c(c1)OCCO2)c1cnc[nH]1
    3	-27	-11	-0.9	20	2	-28	18	-2	-1
17	CCOC(=O)Cc1csc(NC(=O)COc2c(C)cccc2C)n1
    -1	-2	-35	-0.5	-5	1	1	10	0	9
18	CCOC(=O)n1c(=O)n(C)c2ccc(Cl)cc21
    2	2	-16	-0.1	6	-4	-2	12	-4	0
19	CN(CCc1ccccn1)C(=O)CCC1CCCN(C(=O)CCOc2ccccc2)C1 (stereo unspecified)
    -11	-4	-14	-0.2	-6	3	-3	9	2	-4
20	Oc1cccc2ccc(/C=C/c3ccccc3Br)nc12
    103*	16	-74	-3.1	33	10	31	37	-1	-1
21	CCNC(=S)N(Cc1cc2cccc(C)c2[nH]c1=O)C1CCCC1
    -6	6	-19	-0.1	-7	-10	35	28	1	-4
22	N#Cc1c(-c2ccco2)cc(-c2cccnc2)nc1N
    -3	-5	-24	-0.1	1	-4	-7	17	-1	-2
23	CC(C)C(=O)Nc1ccc2c(c1)nc(CCN1CCCCC1)n2C
    -4	-1	-22	-1.3	-11	-6	25	5	-1	5
24	CC(=O)N(CCC(Cc1ccccc1)c1ccco1)Cc1ccco1 (stereo unspecified)
    -4	nt	-8	nt	-7	-1	nt	-5	22*	0
25	CC(=O)N1N=C(c2ccc(C)c([N+](=O)[O-])c2)OC1(C)C
    0	-8	-25	0.3	6	0	3	23	-1	-2
26	O=C(CCC(=O)Nc1cc(C(F)(F)F)ccc1Cl)N/N=C\c1cc([N+](=O)[O-])ccc1O
    103*	-5	39	1.3	6	18	-11	33	-8	-7
27	O=C(c1cccc(C(F)(F)F)c1)N1CCC(O)(CS(=O)(=O)Cc2ccc(Cl)cc2)CC1
    -3	-1	-20	-0.2	14	3	-22	3	2	3
28	CN(Cc1cccs1)C(=O)CSc1nc(N)cc(N)n1
    -4	8	-22	39*	1	-7	3	46	-1	-4
29	CC(C)OCCCNC(=O)c1cc(-c2cccnc2)nc2ccccc12
    -6	1	-24	-1.6	-9	-4	5	20	-4	-4
30	COc1cc(C2=NOC(C(=O)N3CCOCC3)C2)cc(OC)c1OC (stereo unspecified)
    nt	17	17	-0.2	20	-2	42	19	0	4
31	Cc1ccc(-c2nnc(Nc3ccc(CC(N)=O)cc3)c3ccccc23)cc1S(N)(=O)=O
    -5	-1	-17	-5.4	-6	4	0	34	-1	5
32	CC(C(=O)OCC(=O)c1cccc([N+](=O)[O-])c1)N1C(=O)C2C3CCC(C3)C2C1=O (stereo unspecified)
    0	1	7	-0.1	6	0	5	0	-6	0
33	COc1cccc(/C=N/Nc2ccc([N+](=O)[O-])cn2)c1O
    104*	63	85*	50*	102*	10	96*	27	11	13
34	CCCCc1ccc(NC(=O)N2CCNC(=O)C2CC(=O)Nc2ccsc2C(=O)OC)cc1 (stereo unspecified)
    7	-8	-40	-0.2	-3	1	5	-3	5	24
35	Cn1c(=O)[nH]c(=O)c2c1nc(N/N=C/c1ccncc1)n2Cc1ccc(Cl)cc1
    7	6	4	-0.4	-3	-3	21	15	0	1
36	NC(=O)C1CCN(C(=O)/C=C/c2cc(Br)ccc2F)CC1
    -2	4	-66	0.5	-21	-1	1	31	-7	-2
37	CCN1C(=O)[C@H]2[C@@H](c3ccc(-c4ccc(OC)cc4)cc3)N3CCC[C@@]3(C(=O)OC)[C@H]2C1=O
    2	3	nt	0.7	-21	nt	12	2	nt	-2
38	COc1cccc(-c2nnc(SCC(=O)N3CCOCC3)o2)c1
    nt	nt	-81	nt	nt	4	nt	7	4	nt
39	O=C(C1CCCN(S(=O)(=O)c2cccs2)C1)N1CCN(C2CCCCC2)CC1 (stereo unspecified)
    -3	-3	-6	-0.1	-8	-1	-12	16	1	-2
40	COc1cc(C)ccc1OCc1cc(C(=O)NC(C)Cn2cncn2)no1 (stereo unspecified)
    -5	16	-183	5.3	-155	-10	1	22	-7	12
41	C#CCNC(=O)C1=C[C@@H](c2coc3ccccc3c2=O)C[C@@H](OCCCCO)O1
    2	0	4	0.0	14	0	0	20	12	-1
42	COc1ccc(S(=O)(=O)N2CCN(C(=O)c3cccc(Cl)c3)CC2)cc1
    -3	-5	9	-0.3	-6	4	-10	9	-3	1
43	Cc1ccnc(NC(=O)Nc2ccc(F)cc2)c1
    0	29	-124	1.3	-86	1	61*	20	-1	-2
44	Cc1nc(-c2ccccc2)sc1C(=O)CSc1ccc(Cl)cc1
    36	3	16	-0.1	4	-2	19	1	-1	-3
45	O=C(Cc1ccc(-n2cccc2)cc1)NCc1ccccc1Cl
    -9	-10	-24	1.6	-24	29*	-9	18	1	-4
46	O=C(NCCc1nc(-c2ccccc2)cs1)c1ccc(Br)cc1
    -14	18	30	0.1	7	6	3	2	-2	-14
47	CCOC(=O)NC(=O)/C(C=Nc1ccc(Cl)c(Cl)c1Cl)=C(\C)O
    2	4	-12	-0.1	-14	-1	1	14	3	5
48	COc1ccc(C(C(=O)NC(C)(C)C)N(C(=O)CNC(=O)c2cccs2)c2ccc(NC(C)=O)cc2)cc1OC (stereo unspecified)
    -1	-5	-14	0.0	10	-6	-7	1	-1	-3
49	CCOC(=O)C(=O)/C(C#N)=C/Nc1ccccc1
    10	13	-2	0.9	-10	0	52*	12	1	4
50	Cc1ccc(S(=O)(=O)NCCC(=O)OCC(=O)NCCc2ccccc2)cc1C
    -3	-3	nt	0.2	-10	nt	5	12	nt	-2
51	CCOC(=O)c1c(/N=C/c2cc(C)ccc2O)sc2c1CCN(C)C2
    -2	-4	-20	0.1	-34	0	8	6	5	-2
52	COC(=O)c1c(O)c2c([nH]c1=O)CCCC2
    -4	-11	-11	-0.2	6	-1	-13	14	-2	6
53	O=C(O)C1CC=CCC1C(=O)Nc1ccc(F)c(F)c1 (stereo unspecified)
    2	-2	-35	-22	4	3	6	17	-3	-4
54	CC/C(C)=N/Nc1nc(-c2cc3cccc(OC)c3oc2=O)cs1
    25	22	-84	1.6	-108	-3	29	11	-2	9
55	Nc1ccccc1C(=O)Nc1nccs1
    -18	8	-56	0.9	-103	1	31	16	-4	-3
56	NC(=O)c1ccsc1NC(=O)CS(=O)(=O)c1ccccc1
    -9	8	nt	1.7	-55	nt	24	-18	nt	-52
57	Cn1cc(Cl)cc(C(=O)Nc2ccccc2)c1=O
    -2	2	-11	1.5	-133	11	-12	4	-2	4
58	CCOC(=O)C1CCCN(CC(=O)/C=C2/N(C)c3ccccc3C2(C)C)C1 (stereo unspecified)
    -4	-3	-35	0.7	-43	-4	11	7	0	12
59	COc1ccc(-c2cc(C(=O)Nc3ccc(S(=O)(=O)Nc4ncccn4)cc3)c3ccccc3n2)cc1
    47	11	-22	0.0	-30	-1	21	16	2	7
60	O=C(NC1CCCC1)C(c1ccccc1F)N(C(=O)c1csnn1)c1ccccc1 (stereo unspecified)
    5	0	-2	-7.4	-6	1	34	10	-1	-1

Remaining list, next part.
The line under a structure holds: SKKanGAS inh	HSF1 inhib	KLF5 inhibitor	HIF act	aSyn UTR inh	IEC-6 cytotox	HSF-1 act	AI-2 QS mod	HSP90 refold inh	Platelet DG rel
61	Cc1ccc(NC(=O)CSc2nnc(Cc3cccn3C)n2-c2ccc(F)cc2)c(C)c1
    6	3	-37	-0.2	4	2	-4	11	1	5
62	COc1cccc(C2c3[nH]c4ccccc4c3CCN2CCCn2cccn2)c1 (stereo unspecified)
    0	0	-25	-0.1	9	12	9	4	2	2
63	CC(C)c1nc(NCc2ccccc2)c(C#N)c2c1CCCC2
    79*	-14	-7	-1.8	30	2	-37	8	-3	-2
64	O=C(/C=C/c1ccccc1)N(c1ccccn1)C1CCCCC1
    -2	-7	-19	-0.7	-1	0	5	-9	0	-6
65	Cc1cc(C)c(C#N)c(SCC(=O)c2ccc(Cl)cc2Cl)n1
    4	-7	-13	-0.2	28	1	-17	1	-2	8
66	CC1CC(C)CN(S(=O)(=O)CC23CCC(CC2=O)C3(C)C)C1 (stereo unspecified)
    0	-3	-29	-0.8	-21	5	8	12	-5	-8
67	N/C(Cc1nc(-c2ccc(F)cc2)cs1)=N\O
    0	7	-11	2.4	-13	6	23	7	2	0
68	COc1cccc(N2CCN(CC(=O)NCc3ccccc3)CC2)c1
    5	-1	-21	-0.2	-3	-4	5	12	2	-4
69	COC(=O)c1nnn(CC(=O)NC(=O)Nc2cccc(C)c2C)c1C(=O)OC
    3	-1	7	-0.2	-2	0	-12	13	4	2
70	O=C(O)CC(Cc1ccc(Br)cc1)C(=O)Nc1ccccc1 (stereo unspecified)
    -5	6	-51	-1.0	-16	-2	-4	21	-3	-3
71	COc1ccc(CN(C)Cc2ccccc2)c(OC)c1OC
    3	-8	-22	0.1	4	-1	-10	13	-1	1
72	Oc1ccc(CN2CCc3ccccc3C2)c2cccnc12
    83*	-23	71*	159*	103*	6	-12	78	6	6
73	COC(=O)CNC(=O)C(NC(=O)c1ccc(Cl)cc1)C(C)C (stereo unspecified)
    0	10	-22	-0.7	-14	2	19	7	2	-4
